Screens: PubChem BioAssay, several laboratories
Peg3 prom inh: inhibitors of Peg3 promoter. HeLa PEG-Prom luciferase reporter, luminescence, overnight. inhibition, % at 20 µM. actives 1.7% (n = 360,000). AID 588405;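 active means inhibition of at least 50% at 20 µM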
Shn3 inh set2: inhibitors of Schnurri-3 3'UTR reporter in osteoblasts | AID 588674 | actives 0.52% (n = 360,000) | Clone20 osteoblast Shn3 3'UTR firefly luciferase, 24 h | inhibition, % at 12.5 µM;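 active means mean inhibition of at least 75% with every replicate also reaching 75%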;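 further: 0% = median of neutral control wells and 100% = pilot-screen positive control compound; some compounds past the cut are filed as inactive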
NR2E3 ag-1: human photoreceptor-specific nuclear receptor agonism | CHO-S Gal4-NCOR/VP16-NR2E3 two-hybrid, luciferase | inhibition of corepressor binding, % at 3.98 µM | actives 0.35% (n = 360,000) | AID 602229 | Q9Y5X4;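 active means inhibition above the mean of all tested compounds plus 3 SD, cut at about 70% in these data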;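 further: 0% = DMSO with NR2E3 transfected cells and 100% = cells lacking NR2E3 construct; higher means lower luciferase signal from less NR2E3 corepressor binding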
Target sequence (Q9Y5X4 whole entry, looked up, the tested form may be a part): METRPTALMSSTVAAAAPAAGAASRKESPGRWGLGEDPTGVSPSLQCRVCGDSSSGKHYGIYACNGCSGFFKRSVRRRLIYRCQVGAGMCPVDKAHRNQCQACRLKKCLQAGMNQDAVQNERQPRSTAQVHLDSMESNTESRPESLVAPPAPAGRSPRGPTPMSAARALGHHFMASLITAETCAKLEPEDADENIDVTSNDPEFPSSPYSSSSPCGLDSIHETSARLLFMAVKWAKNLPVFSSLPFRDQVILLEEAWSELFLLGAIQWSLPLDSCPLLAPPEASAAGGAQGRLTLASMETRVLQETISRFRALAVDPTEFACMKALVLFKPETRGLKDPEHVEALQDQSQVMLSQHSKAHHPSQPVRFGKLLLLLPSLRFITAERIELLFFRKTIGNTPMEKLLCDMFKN
TRPM1 prom inh: MITF TRPM1 promoter inhibition in SK-MEL-5 cells; inhibition, % at 12.5 µM; actives 0.83% (n = 330,000); AID 488899; SK-MEL-5 TRPM1 promoter luciferase, 24 h;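 active means mean inhibition across replicates of 60% or more, whatever share of single replicates reaches that level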; further: values of inactives mirror those of a sister screen read the other way
CaV13 ICDI inh: Primary screen for inhibitors of IQ motif and Ca2+-dependent inactivation inhibitor domain binding in CACNA1D, Förster resonance energy transfer in living cells, …. HEK cells, CFP/YFP FRET ICDI-IQ, plate reader, 10 min; percent FRET-ratio fall versus neutral wells. inhibition, % at 12.3 µM. actives 0.098% (n = 340,000). AID 743397;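 active means mean replicate inhibition of at least 30% and at least 1% of replicates passing that level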;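 further: 0% = median of the neutral control wells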
HTR2A ag: mouse HTR2A agonism via beta-arrestin recruitment. P35363. CHO-K1 mHTR2A beta-arrestin complementation, luminescence; percent of 30 µM serotonin response. activation, % at 7.6 µM. actives 0.66% (n = 360,000);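 active means activation above a run cutoff, the mean activation of all tested compounds plus 3 SD, cut at about 14% in these data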;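 further: 0% = plate median of compound wells and 100% = 30 µM serotonin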
H9c2 protect: myocardial damage modulation in H9c2 cells; H9c2 cardiomyocytes, H2O2 injury protection, ATPLite, 2 h; protection from H2O2 cell death, % at 20 µM; actives 0.63% (n = 360,000); AID 588492;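 active means compounds giving at least 50% protection of heart cells from peroxide-induced death in the single-dose screen, raw or plate-pattern-corrected value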;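 further: 0% = DMSO wells with peroxide and 100% = DMSO wells without peroxide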
HIF-2a block: blocks HIF-2a reporter activity; 786-0 RCC cells HIF-2a reporter, luciferase luminescence, overnight; inhibition, % at 18.8 µM; actives 0.72% (n = 360,000);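 active means inhibition of the luminescence signal of 40% or more relative to plate controls, in a single-dose primary screen at 18.75 µM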
hiPSC survival: enhancers of human iPSC single-cell survival; survival enhancement, % at 20 µM; hiPSC single-cell survival, ATPlite luminescence; 100% = ROCK inhibitor wells, 0% = DMSO; actives 0.044% (n = 360,000); AID 602274; in the data active means survival enhancement above about 18%;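 further: cells exposed to compounds for 16 hours before the ATP read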
NR2E3 ag-2: agonists of human nuclear receptor NR2E3 | Q9Y5X4 | GST-NR2E3/biotin-RetCOR TR-FRET, 1536-well | inhibition of corepressor binding, % at 4.78 µM | actives 0.12% (n = 320,000) | AID 2300;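 active means percent inhibition above the cutoff of mean plus 3 SD of all tested compounds, set per screening campaign, cut at about 20% in these data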;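 further: 0% = DMSO wells and 100% = biotin wells as full block of FRET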
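Assay system: NR2E3–RetCOR corepressor complex. Quantity: 1.35 nM GST-NR2E3. Buffer or medium: pH 7.5 Tris-based buffer. Reagent: biotinylated RetCOR corepressor at 7 nM final. Schedule: 5 h at 4 °C. Detection: TR-FRET, emission read at 617 and 671 nm. Replicates: one well per compound, singlicate testing.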
PDI inh: blocks human protein disulfide isomerase activity; PDI insulin aggregation turbidity, A650, 90 min; inhibition, % at 10 µM; AID 588391; P07237; actives 0.052% (n = 350,000);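 active means mean inhibition across replicates of 30% or more, whatever share of single replicates reach that level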;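 further: absorbance from insulin aggregation driven by PDI reduction with DTT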
Target sequence (P07237 whole entry, looked up): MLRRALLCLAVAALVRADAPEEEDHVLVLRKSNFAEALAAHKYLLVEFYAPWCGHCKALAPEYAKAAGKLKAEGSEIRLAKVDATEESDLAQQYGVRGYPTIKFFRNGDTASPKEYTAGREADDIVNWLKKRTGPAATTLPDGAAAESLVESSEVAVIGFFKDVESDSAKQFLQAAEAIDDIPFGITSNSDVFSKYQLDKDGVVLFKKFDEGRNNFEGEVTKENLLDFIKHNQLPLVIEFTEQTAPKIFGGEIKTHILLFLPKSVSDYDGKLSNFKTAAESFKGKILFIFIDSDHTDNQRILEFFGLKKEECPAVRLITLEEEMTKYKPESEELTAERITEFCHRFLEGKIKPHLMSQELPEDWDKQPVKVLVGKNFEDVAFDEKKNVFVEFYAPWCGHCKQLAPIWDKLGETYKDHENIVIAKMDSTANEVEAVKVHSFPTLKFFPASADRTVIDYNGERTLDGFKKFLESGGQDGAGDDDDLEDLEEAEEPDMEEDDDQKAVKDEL
* marks the source's active call; other numbers are inactive results; · = not tested or not shown.

(1) COc1ccc(/C=C2\SC(=S)N(CC(=O)N3CCN(C)CC3)C2=O)cc1
(2) CCOc1ccc(-c2cc3nc(C4CCN(C(=O)OC(C)(C)C)CC4)c(C(=O)O)cn3n2)cc1
(3) CCCCNS(=O)(=O)c1ccc2nc(SCC(=O)Nc3cc(C)cc(C)c3)[nH]c2c1
(4) COc1cc(SC)ccc1C(=O)Nc1ccc(OCC(=O)N2CCOCC2)cc1
(5) O=C1NC(c2ccc(-c3ccccc3[N+](=O)[O-])o2)C(C(=O)c2ccc(Cl)cc2)C(O)(C(F)(F)F)N1 (configuration not stated)
(6) O=C(NCC1CCN(Cc2ccccc2)CC1)[C@H]1O[C@@H](n2ccc(=O)[nH]c2=O)[C@H](O)[C@@H]1O
(7) Cc1cc(C(=O)CSc2nnc(-c3ccncc3)n2-c2ccccc2)c(C)n1C
(8) CCOC(=O)c1[nH]c2ccccc2c1NC(=O)Nc1ccc(OC)cc1
Assay by compound	1	2	3	4	5	6	7	8
Peg3 prom inh	-32	20	23	-203	30	·	12	31
Shn3 inh set2	-15	2	0	-55	-11	·	13	9
NR2E3 ag-1	6	-4	0	7	9	-11	7	-15
TRPM1 prom inh	·	5	0	-81	12	·	8	10
CaV13 ICDI inh	-5	-9	-5	-2	-2	-7	-4	-1
HTR2A ag	2	6	12	-5	1	7	7	25*
H9c2 protect	-5	2	-12	-24	12	·	9	0
HIF-2a block	-10	-14	16	-190	13	1	16	10
hiPSC survival	0.1	3.6	-0.5	-0.6	5.2	-0.2	-0.2	0.0
NR2E3 ag-2	3	-1	2	·	-1	·	1	2
PDI inh	2	6	12	2	0	·	2	6

(9) O=C(CSc1nnc(-c2ccc(OC(F)F)cc2)o1)N1CCOCC1
(10) C/C(=N\N1CCN(c2ccccc2)CC1)c1cccs1
(11) COc1ccc(NC(=O)CSc2nnc(C)c3ccccc23)cc1
(12) CCOc1ccc(NC(=O)C(C)Oc2ccccc2C(=O)Nc2ccc(C)c(Cl)c2)cc1 (configuration not stated)
(13) CCCCNC(=O)COc1ccccc1[N+](=O)[O-]
(14) COC(=O)C(C)(C)ONC(=O)Nc1ccccc1Br
(15) CC(=O)c1cccc(NC(=S)NC(=O)c2ccccc2Br)c1
(16) N#Cc1nc(Cc2cccc3ccccc23)oc1N1CCOCC1
Assay by compound	9	10	11	12	13	14	15	16
Peg3 prom inh	-123	-5	-14	-57	-72	-14	-33	16
Shn3 inh set2	-45	-2	-18	20	-32	-9	-15	5
NR2E3 ag-1	-21	-29	2	-84	-40	13	-13	15
TRPM1 prom inh	-37	-29	10	8	-24	-6	-11	13
CaV13 ICDI inh	-7	-16	-7	-4	-2	-3	4	-6
HTR2A ag	-2	-3	1	3	2	5	0	-1
H9c2 protect	0	2	27	-15	13	-5	-4	-5
HIF-2a block	-152	-32	-17	-358	-103	-16	-40	4
hiPSC survival	1.5	0.2	-0.8	0.3	0.2	1.2	4.0	-0.1
NR2E3 ag-2	0	-1	-1	0	0	-2	-5	-1
PDI inh	1	5	-7	-2	1	3	-10	-2

(17) O=C(NC(Cc1c[nH]c2ccccc12)c1nnc2n1CCCCC2)c1ccc(Cl)cc1 (configuration not stated)
(18) CN(C(=O)c1ccc(-c2nn(C)c(=O)c3ccccc23)cc1)c1ccccc1
(19) CN1c2ccc(Cl)cc2C(=O)NC1c1ccc([N+](=O)[O-])s1 (configuration not stated)
(20) COc1ccccc1N(C(=O)CNC(=O)c1ccco1)C(C(=O)NC1CCCC1)c1ccco1 (configuration not stated)
(21) Cc1ccc(S(=O)(=O)O/N=C2/CCCc3occc32)cc1
(22) CN(C)S(=O)(=O)c1cccc(C(=O)Nc2ccc(S(=O)(=O)N3CCCC3)cc2)c1
(23) CCOc1ccc(NC(=O)/C(C#N)=C/c2cn(CC(=O)O)c3ccccc23)cc1
(24) Nn1c(Nc2ccccc2)nc2sc3c(c2c1=O)CCC3
Assay by compound	17	18	19	20	21	22	23	24
Peg3 prom inh	34	18	7	3	-12	19	3	-174
Shn3 inh set2	1	32	26	-1	-18	19	-5	27
NR2E3 ag-1	7	9	8	-39	-9	3	-4	-42
TRPM1 prom inh	3	7	4	-2	14	0	9	-32
CaV13 ICDI inh	-5	-3	-5	-3	-6	8	-5	·
HTR2A ag	-4	-1	-1	-5	-4	0	2	-4
H9c2 protect	5	3	-2	2	17	-6	3	-28
HIF-2a block	10	15	16	-1	3	7	15	-211
hiPSC survival	0.3	-1.4	0.4	-0.3	3.2	-0.4	-0.4	-0.3
NR2E3 ag-2	3	4	2	5	1	2	·	·
PDI inh	11	6	2	-5	-7	-3	-6	4

Three of the entries above in order of their number in Peg3 prom inh, lowest first.
| # | mol | Peg3 prom inh | Shn3 inh set2 | NR2E3 ag-1 | TRPM1 prom inh | CaV13 ICDI inh | HTR2A ag | HIF-2a block | NR2E3 ag-2 | PDI inh |
| --- | --- | --- | --- | --- | --- | --- | --- | --- | --- | --- |
| 21 | Cc1ccc(S(=O)(=O)O/N=C2/CCCc3occc32)cc1 | -12 | -18 | -9 | 14 | -6 | -4 | 3 | 1 | -7 |
| 18 | CN(C(=O)c1ccc(-c2nn(C)c(=O)c3ccccc23)cc1)c1ccccc1 | 18 | 32 | 9 | 7 | -3 | -1 | 15 | 4 | 6 |
| 22 | CN(C)S(=O)(=O)c1cccc(C(=O)Nc2ccc(S(=O)(=O)N3CCCC3)cc2)c1 | 19 | 19 | 3 | 0 | 8 | 0 | 7 | 2 | -3 |

Returning to the listing, repeating the 2 entries before the break.
(23) CCOc1ccc(NC(=O)/C(C#N)=C/c2cn(CC(=O)O)c3ccccc23)cc1
(24) Nn1c(Nc2ccccc2)nc2sc3c(c2c1=O)CCC3
(25) CCn1ncc(Br)c1C(=O)Nc1cc(C(=O)OC)ccc1C(=O)OC
(26) COC(=O)c1sc2nc(SCC(=O)N(C)c3ccccc3)n(N)c(=O)c2c1C
(27) Cc1ccc(C(=O)NCCSc2c(C)[nH]c3ccccc23)cc1[N+](=O)[O-]
(28) CSc1ccccc1NC(=O)c1cnccn1
(29) Cc1cc(NC(=O)CSCC(=O)Nc2cccc(S(=O)(=O)N3CCCCCC3)c2)no1
(30) Cc1ccccc1OCC(=O)N/N=C/c1sc(=O)n(Cc2cccc(C(=O)O)c2)c1Cl
(31) CN(C)c1ccc(-c2c(-c3ccc4c(c3)OCO4)noc2-c2ccsc2)cn1
(32) O=C(CSc1nnc(-c2ccncc2)n1Cc1ccco1)Nc1nccs1
Assay by compound	23	24	25	26	27	28	29	30	31	32
Peg3 prom inh	3	-174	-61	33	22	-25	11	14	-75	12
Shn3 inh set2	-5	27	-9	4	6	4	10	3	-35	-13
NR2E3 ag-1	-4	-42	-59	-27	-5	-6	-8	3	-42	-9
TRPM1 prom inh	9	-32	-18	-20	·	4	6	11	-30	14
CaV13 ICDI inh	-5	·	·	-5	-6	·	-7	-17	·	-5
HTR2A ag	2	-4	-1	1	-9	3	-2	-3	4	5
H9c2 protect	3	-28	5	-19	-4	1	-8	-9	-5	3
HIF-2a block	15	-211	-32	18	30	-9	10	13	-140	15
hiPSC survival	-0.4	-0.3	0.1	-2.1	-1.9	-1.1	0.7	-0.4	2.9	0.0
NR2E3 ag-2	·	·	2	9	0	0	-4	1	-1	-1
PDI inh	-6	4	-3	11	·	-1	-3	-6	-3	10

(33) CN1CCN(c2ccc(S(=O)(=O)N3CCCCC3)cc2NC(=O)Cc2ccc(Cl)cc2)CC1
(34) Cc1ccsc1/C=N/NC(=O)c1nnn(-c2nonc2N)c1-c1ccc2c(c1)OCO2
(35) Cc1cccnc1Nc1nc(-c2ccc(O)cc2O)cs1
(36) Cc1ccc(C(=O)c2sc3nsc(C)c3c2N)cc1
(37) Cc1cc(=O)oc2cc(OCC(=O)NC3CCCCC3)ccc12
(38) O=C(CSc1ccccn1)Nc1ccc2c(c1)OCCO2
(39) O=C(CSc1ccc(Cl)cc1)NC(=O)NCc1ccco1
(40) O=C(O)/C=C/c1cnc[nH]1
Assay by compound	33	34	35	36	37	38	39	40
Peg3 prom inh	16	11	-305	-143	-28	-244	4	3
Shn3 inh set2	-5	20	-59	-44	13	-137	12	-9
NR2E3 ag-1	1	-14	-94	-192	-30	-14	-17	-12
TRPM1 prom inh	-19	-9	-50	-42	-4	-46	5	-2
CaV13 ICDI inh	-9	-15	0	-5	-3	-12	-20	-5
HTR2A ag	-3	-2	5	-4	6	3	-2	-2
H9c2 protect	2	10	13	-14	6	-3	5	-5
HIF-2a block	-5	5	-324	-220	-41	-231	12	6
hiPSC survival	-1.8	0.1	-2.3	1.5	0.1	-0.6	-0.9	-1.5
NR2E3 ag-2	0	3	0	-1	-3	-2	-2	1
PDI inh	-3	-6	7	5	4	-7	1	-2

A few values from above:
no. 11 – HTR2A ag = 1
no. 37 – H9c2 protect = 6

Other records.
(41) COc1ccc(-c2nc(C#N)c(N3CCN(C(=O)c4ccco4)CC3)o2)cc1OC
(42) COc1cccc(NC(=S)NC(=O)Cc2ccccc2)c1
(43) O=S(=O)(CCSc1ccc(C(F)(F)F)cn1)c1ccccc1
(44) CC1(C(=O)NS(=O)(=O)c2ccc(F)cc2F)CCN1C(=O)Cc1ccccc1Cl (configuration not stated)
(45) COCc1cc(CN2CCN(CCc3ccccc3)C(CCO)C2)ccc1OC (configuration not stated)
(46) O=C(O)CC(CC(=O)Nc1ccccc1C(=O)O)c1ccccc1 (configuration not stated)
(47) C[C@H](NC(=O)c1ccco1)C(=O)Nc1ccc(C#N)cc1
(48) Cc1ccc(NC(=O)NCc2ccccn2)cc1
(49) COc1ccc(OC)c(-n2c(SCC(N)=O)nnc2-c2c[nH]c3ccccc23)c1
(50) CSc1nc(O)c(/C=C2\C=Nc3ccccc32)[nH]1
(51) Brc1ccc(/C=N/Nc2ncnc3c2cnn3Cc2ccccc2)cc1
Assay by compound	41	42	43	44	45	46	47	48	49	50	51
Peg3 prom inh	14	-69	-5	5	19	-3	2	-52	1	-158	2
Shn3 inh set2	2	-13	-22	12	3	-6	-11	-4	4	-64	27
NR2E3 ag-1	10	-5	-24	-12	-2	17	-13	2	-12	-37	-10
TRPM1 prom inh	1	-17	2	·	6	1	-11	-3	1	-3	15
CaV13 ICDI inh	-5	-2	-5	-9	-19	-16	-4	-5	-6	-5	·
HTR2A ag	0	-3	2	-2	-6	-3	-1	5	-1	-1	2
H9c2 protect	11	-1	-7	8	0	-3	-1	-3	-8	-2	-9
HIF-2a block	10	-116	-30	-1	18	15	4	-52	7	-165	2
hiPSC survival	-0.3	1.5	0.9	-2.2	-0.5	-0.5	0.7	-0.8	0.4	-2.6	-0.9
NR2E3 ag-2	0	-1	1	·	1	3	-3	3	3	-6	0
PDI inh	-2	0	8	6	14	-5	-5	-38	·	-9	6
